# Bioassay records deposited in PubChem by several laboratories.
# eLon inh = inhibitors of E. coli Lon protease, primary screen, biochemical, fluorescence polarization; P0A9M0; purified E. coli Lon protease; inhibition, % at 7.94 µM; hit rate 0.42% among 360,000; in the data active means inhibition above about 13%, passing the limit was not always enough;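 further: 0% = enzyme with probe and DMSO and 100% = no enzyme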
# Target sequence (P0A9M0 whole entry, looked up): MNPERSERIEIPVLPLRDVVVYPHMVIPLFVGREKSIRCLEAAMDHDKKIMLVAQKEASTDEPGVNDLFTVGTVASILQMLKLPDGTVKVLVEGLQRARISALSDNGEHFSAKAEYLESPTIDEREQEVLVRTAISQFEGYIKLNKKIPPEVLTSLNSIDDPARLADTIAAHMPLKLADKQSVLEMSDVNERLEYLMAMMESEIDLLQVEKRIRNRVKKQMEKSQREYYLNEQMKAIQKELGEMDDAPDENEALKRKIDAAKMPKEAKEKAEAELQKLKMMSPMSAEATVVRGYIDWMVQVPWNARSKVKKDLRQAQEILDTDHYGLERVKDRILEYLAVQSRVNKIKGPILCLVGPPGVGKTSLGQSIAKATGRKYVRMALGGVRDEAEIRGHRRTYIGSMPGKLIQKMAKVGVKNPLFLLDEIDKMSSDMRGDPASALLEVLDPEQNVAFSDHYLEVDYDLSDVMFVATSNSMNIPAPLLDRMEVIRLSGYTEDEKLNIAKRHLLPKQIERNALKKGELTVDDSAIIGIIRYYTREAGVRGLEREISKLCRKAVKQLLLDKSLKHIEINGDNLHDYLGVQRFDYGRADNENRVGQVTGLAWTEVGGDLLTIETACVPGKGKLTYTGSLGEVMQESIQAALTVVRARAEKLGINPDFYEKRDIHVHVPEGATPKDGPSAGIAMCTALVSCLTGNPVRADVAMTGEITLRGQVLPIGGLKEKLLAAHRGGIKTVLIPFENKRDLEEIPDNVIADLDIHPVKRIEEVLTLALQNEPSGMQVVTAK
# PABP1 MLLE inh = inhibitors of PABP1 MLLE–PAM2 peptide binding, primary screen, biochemical, fluorescence polarization, FITC-PAM2, GST-MLLE; Polyadenylate-binding protein 1 (Homo sapiens), P11940; inhibition, % at 20 µM; hit rate 0.36% among 360,000; in the data active means inhibition above about 35%, passing the limit was not always enough;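 further: plate controls were DMSO wells with GST-MLLE for no effect and wells lacking GST-MLLE protein for full effect; some results filed as inactive read as strong as hits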
# SKN-1 inh = suppressors of acrylamide-induced Pgst-4::GFP reporter in worms, primary screen, SKN-1 inhibitor project, whole organism, uHTS, GFP/RFP fluorescence ratio, strain VP596 | C. elegans VP596 Pgst-4::GFP/RFP ratio, 24 h | hit rate 0.49% among 360,000 | inhibition, % at 21.8 µM | AID 624304, 2012;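 active means interference check ratio from 0.5 to 1.5 plus GFP to RFP signal ratio inhibition reaching or exceeding a fixed threshold, cut at about 30% in these data, passing the limit was not always enough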; further: some compounds called inactive have numbers as strong as hits
# TbMetRS inhib = T. brucei MetRS inhibitors, primary screen, biochemical, luminescence. methionyl-tRNA synthetase (Trypanosoma brucei brucei). purified T. brucei MetRS, ATP depletion, Kinase-Glo luminescence. inhibition, % at 11.9 µM. hit rate 0.4% among 360,000;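 active means inhibition above a per-plate cutoff of the control wells' mean inhibition plus 3 SD, cut at about 5.5% in these data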;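 further: 0% = DMSO wells median and 100% = median of wells with control inhibitor compound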
#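 assay system = parasite MetRS enzyme | timing = 15 min preincubation, 2 h reaction, all 25 °C | evaluation = percent inhibition relative to median high and low control wells | medium = HEPES buffer containing pyrophosphatase, BSA, spermine, DTT | compound = single dose, 11.9 µM final nominal, 0.9% final DMSO | detection = Kinase-Glo luminescence, ATP depletion format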
# MT1-MMP act inh = blockers of MT1-MMP proenzyme processing, primary screen, HT1080 RFP-PRO-GFP cells, GFP/RFP fluorescence | Matrix metalloproteinase-14 (Homo sapiens), P50281 | GFP/RFP ratio fluorescence, overnight; percent of plate control window, DMSO zero | GFP/RFP ratio change, % at 20 µM | hit rate 0.061% among 360,000 | AID 651647, 2012;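 active means GFP/RFP ratio change of at least 30% with cell ATP level not reduced by more than half and red fluorescence within 50% of control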; further: strong numbers were not always called active
#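 Read-out: GFP/RFP fluorescence ratio; Test system: RFP-PRO-GFP reporter HT1080 cells; Compound dosing: single-point 20 µM compound, 1% DMSO; Times: overnight compound exposure at 37 °C.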
# MsrA inhibitor = bovine MsrA enzyme inhibitors, primary screen, biochemical, absorbance, HTS; Methionine sulfoxide reductase A (Bos taurus); hit rate 0.75% among 360,000; inhibition, % at 15.5 µM; purified bovine MsrA, absorbance read-out; AID 651718, 2012; in the data active means inhibition above about 4.5%;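 further: 0% = vehicle wells with enzyme and 100% = reference inhibitor wells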
# NRP1-CendR mod = modulators of CendR peptide binding to NRP-1, primary screen, biochemical, fluorescence polarization, uHTS | inhibition, % at 25 µM | FAM-RPARPAR peptide binding to NRP-1 | hit rate 0.85% among 360,000 | Neuropilin-1 (Homo sapiens), O14786;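 active means inhibition or corrected inhibition above about 18%, plus a signal ratio from 0.5 to 1.5, limit read from the data, passing the limit was not always enough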; further: strong numbers were not always called active
# FAS TE block = FAS thioesterase domain inhibitors, primary screen, biochemical, fluorescence intensity, uHTS. Fatty acid synthase (Homo sapiens), P49327. recombinant FAS-TE, OMFH fluorogenic substrate, fluorescence endpoint. AID 602261, 2012. hit rate 0.67% among 360,000. inhibition, % at 15 µM;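 active means compounds whose normalised, plate-corrected inhibition of enzyme fluorescence in the single-dose primary screen is 50% or more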;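 further: 0% = DMSO with enzyme and 100% = substrate without enzyme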
# MsrA act = bovine MsrA enzyme activators, primary screen, biochemical, absorbance, HTS. activation, % at 10.6 µM. hit rate 0.3% among 360,000. Methionine sulfoxide reductase A (Bos taurus). purified bovine MsrA, absorbance read-out; in the data active means activation above about 7.5%;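 further: 0% = vehicle and 100% = reference activator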
# Starred values were filed as active, the others as inactive; . = no result given. Not a hit list (roughly 4% active in at least one column).
SMILES,eLon inh,PABP1 MLLE inh,SKN-1 inh,TbMetRS inhib,MT1-MMP act inh,MsrA inhibitor,NRP1-CendR mod,FAS TE block,MsrA act
COc1ccc(NC(=O)CSc2nc3ccsc3c(=O)n2CCC(=O)O)cc1,-9,4,-4,0.0,1,0.3,12,-3,-4
CCNC(=S)Nc1ccc(NC(=O)c2ccccc2O)cc1,-1,-42,9,-0.1,1,-0.1,9,-2,-5
COc1cccc(S(=O)(=O)Nc2ccc(C(=O)N3CCN(C(=O)c4ccco4)CC3)cc2)c1,-3,-8,5,-0.4,-1,2.4,-6,-6,0
COc1ccc(CNC(=O)Nc2cccc3ccccc23)cc1,6,-1,-12,-0.8,5,-0.2,2,-7,-9
O=C(Cc1cccc([N+](=O)[O-])c1)Nc1cccc(C(=O)N2CCCCC2)c1,3,-40,-4,0.4,6,-0.9,-9,13,-2
Cc1occc1C(=O)NNC(=O)C1CC1,-5,-15,8,-0.8,0,0.6,-1,-8,-2
CCOC(=O)c1sc2nc(N3CCOCC3)c3c(c2c1N)CC(C(C)C)OC3 (stereo not drawn),-9,-26,-2,0.3,0,-0.3,1,-6,-6
O=C(Nc1ccccc1Cl)c1ccc2ccccc2c1,-1,-6,-5,-1.9,-2,0.0,0,3,-11
COc1ccc(N2CCN(C(CNC(=O)C(=O)NCc3ccc4c(c3)OCO4)c3ccco3)CC2)cc1 (stereo not drawn),-9,-1,1,-0.1,4,-0.6,8,21,-3
CC1(C)CC(=O)C=C(Nc2ccccn2)C1,-14,11,5,1.1,9,3.9,-5,-4,-1
CS(=O)(=O)Cc1ccc(C(=O)NNC(=O)c2cc(-c3ccccc3)n[nH]2)cc1,-5,-7,9,0.7,-4,-0.4,-12,-5,-4
O=S(=O)(c1ccc(-n2cnnn2)cc1)N1CCC(N2CCCCC2)CC1,8,1,7,-0.6,3,-0.5,8,-5,-8
O=C(O)c1c(C(=O)O)c(-c2ccc(F)cc2)n2c1CCC2,5,1,7,-0.7,5,-0.3,7,-7,-2
O=C(COc1ccccc1)N1CCN=C1SCc1ccc(F)cc1,5,-6,-5,-1.0,5,-0.9,20,0,-8
O=C1CS/C(=C/C(=O)c2ccccc2)N1,-3,-3,4,-0.4,0,4.5,-16,-11,-6
COC(=O)C(CC(C)C)NC(=O)c1ccc([N+](=O)[O-])cc1 (stereo not drawn),-6,-11,-7,0.2,0,-0.2,7,0,-3
CCCn1c(NC(=O)c2ccccc2)nc2ccccc21,5,4,-3,-0.2,5,2.4,4,5,0
CCOc1ccc(C(=O)N2CCN(Cc3ccccc3)CC2)cc1OCC,-10,2,-4,-1.3,.,-0.1,2,-2,-12
N#C/C(=C\c1ccccc1[N+](=O)[O-])C(=O)NCc1ccccc1,19,57*,-8,0.2,-126,0.8,-9,37,-2
Cc1ccc(NC(=O)c2ccccc2)s1,-2,26,8,-0.8,3,1.9,-4,-7,-4
O=C(NCc1cccnc1)c1ccc(NC(=O)c2cccc([N+](=O)[O-])c2)cc1,-4,3,0,-0.3,-4,-0.7,-4,4,-3
COC(=O)NCC(c1cccnc1)N1CCN(c2ccccc2F)CC1 (stereo not drawn),-9,-6,2,-0.5,1,-0.6,1,-8,-3
O=C(CSc1nnc2ccccn12)NNC(=O)c1ccc(Cl)cc1,-6,-1,0,-1.1,1,0.7,-5,-4,-6
CCOC(=O)C1CCN(C(=O)C(CC)c2ccccc2)CC1 (stereo not drawn),-7,-1,-3,-0.7,13,1.1,-7,-8,-4
O=C(Nc1ccccn1)c1cc2cc([N+](=O)[O-])ccc2s1,-4,-3,6,-0.3,-5,1.0,0,10,-2

# Some of these compounds in order of count of non-hydrogen atoms, high to low:
SMILES,eLon inh,PABP1 MLLE inh,SKN-1 inh,TbMetRS inhib,MT1-MMP act inh,MsrA inhibitor,NRP1-CendR mod,FAS TE block,MsrA act
COc1ccc(N2CCN(C(CNC(=O)C(=O)NCc3ccc4c(c3)OCO4)c3ccco3)CC2)cc1 (stereo not drawn),-9,-1,1,-0.1,4,-0.6,8,21,-3
COc1ccc(CNC(=O)Nc2cccc3ccccc23)cc1,6,-1,-12,-0.8,5,-0.2,2,-7,-9
CC1(C)CC(=O)C=C(Nc2ccccn2)C1,-14,11,5,1.1,9,3.9,-5,-4,-1
O=C1CS/C(=C/C(=O)c2ccccc2)N1,-3,-3,4,-0.4,0,4.5,-16,-11,-6

# New compounds follow.
SMILES,eLon inh,PABP1 MLLE inh,SKN-1 inh,TbMetRS inhib,MT1-MMP act inh,MsrA inhibitor,NRP1-CendR mod,FAS TE block,MsrA act
Cc1ccc2c(c1)CCCN2C(=O)c1cc(C)on1,-2,7,-3,-0.6,-1,-0.8,2,-7,-4
COc1ccc(NC(=O)Nc2ccc(F)cc2)cn1,7,5,-2,-0.4,2,-2.0,-2,-5,-5
O=c1cc(O)c2c(=O)[nH]c(=O)n(-c3ccccc3)c2[nH]1,1,-14,7,-0.8,-2,-0.5,-9,-6,-2
CCOc1ccc(C(=S)N2CCOCC2)cc1,-13,0,-35,-1.3,-2,2.8,15,-3,-9
CC(O)(c1cccc(F)c1)c1nc(-c2ccncc2)cs1 (stereo not drawn),1,8,9,-0.1,0,0.0,-32,-2,-3
Cc1[nH]c2ccccc2c1C(=O)C(=O)NCCc1ccc(S(N)(=O)=O)cc1,5,-3,0,50*,0,2.5,-6,-14,-7
O=C(Nc1ccc2c(c1)Cc1ccccc1-2)c1cc2ccccc2o1,7,5,-22,-0.4,1,-0.2,-14,-3,-1
CCOC(=O)CNC(=O)C(=O)c1c(O)[nH]c2ccccc12,-2,-2,9,-0.4,-5,1.0,6,-8,-1
CCC(Oc1ccccc1)C(=O)NCc1ccc(S(N)(=O)=O)cc1 (stereo not drawn),4,-8,17,0.3,-1,2.1,1,-8,-1
CCCCOC(=O)C1=C(C)NC(=O)NC1c1ccc(OC)cc1 (stereo not drawn),0,-1,13,-1.1,0,0.0,-4,-5,-4
Cc1nnc(N/N=C/c2ccc(-c3ccc(Br)cc3)o2)n1N,-4,2,12,0.2,4,2.1,-2,-4,2
O=[N+]([O-])c1ccc(-c2cn(-c3ccc(Cl)cc3)cn2)cc1,1,4,17,-0.2,5,0.4,-18,15,-2
COc1cc(C(=O)NCCNC(=O)c2ccc(C)nc2)cc(OC)c1OC,4,-1,-4,-0.4,1,0.7,5,-5,-6
O=C(NCc1ccco1)/C(=C/c1cccc([N+](=O)[O-])c1)NC(=O)c1ccco1,-9,9,-3,-0.4,-5,0.6,3,39,-3
Clc1ccc(-c2nnc(SCc3nc4ccccc4s3)o2)cc1,-6,-59,21,-1.1,-6,0.3,-2,16,-10
O=C(NN1CCOCC1)c1ccco1,0,6,15,-0.2,3,0.2,5,-8,-2
O=C(NCC1CCCO1)c1cc(NS(=O)(=O)c2cccs2)cc(NS(=O)(=O)c2cccs2)c1 (stereo not drawn),-2,6,-5,-0.2,2,0.3,-8,-4,-2
OCCSc1nc(N2CCOCC2)nc(N2CCOCC2)n1,8,11,1,-0.3,-3,0.4,8,-7,-1
Cn1ncc(Br)c1C(=O)N1CCCC1,-2,-9,2,-0.3,-1,-0.9,-3,-6,-4
COC(=O)c1c2c(nc3ccccc13)CCC2,3,2,41*,-0.5,-7,1.4,6,-9,0
CCOc1ccc(NS(=O)(=O)c2ccc(C(=O)NCC3(N4CCCCC4)CCCCC3)cc2)cc1,-2,-9,-10,-0.3,-1,-1.4,4,-3,0
CCCCn1c(-c2cccs2)nc2nc3ccccc3nc21,-9,0,32,-0.4,-7,1.1,3,14,-3
COC(=O)C1C/C(=N\NS(=O)(=O)c2ccc(C)cc2)c2ccccc2C1 (stereo not drawn),-12,-4,5,-0.2,-3,0.1,5,2,-2
CCc1nc2c(C#N)c(-c3ccc(Cl)cc3)ccn2n1,-2,-3,20,0.4,3,-0.9,-15,-4,-4
CN(C)CCCn1c(=O)n(C2CCCCC2)c(=O)c2c3c(sc21)CCCCC3,-5,-10,1,0.3,-20,1.2,7,2,-5
# Next part
SMILES,eLon inh,PABP1 MLLE inh,SKN-1 inh,TbMetRS inhib,MT1-MMP act inh,MsrA inhibitor,NRP1-CendR mod,FAS TE block,MsrA act
CCOC(=O)Nc1ccc2c(C)cc(=O)oc2c1,-3,4,18,-0.3,-2,2.1,5,-6,-7
CCCC(=O)Nc1ccc(N2CCN(C(=O)c3cccs3)CC2)cc1,1,6,10,-0.8,-1,0.2,4,-6,1
Cc1ccsc1C(=O)N1CCN(c2ncc(C(F)(F)F)cc2Cl)CC1,23*,-17,-3,-0.2,0,-0.3,13,23,-1
Cc1ccc(NC(=O)Nc2nc(-c3ccc(C)s3)cs2)cc1,-1,-1,5,-0.6,-3,0.3,-2,5,-3
CCCn1c(SC(C)C(=O)NC2CCCC2)n[nH]c1=O (stereo not drawn),-8,-16,19,-0.4,-8,-0.6,0,-5,-1
O=C(C1=C(O)C(=O)N(CCN2CCOCC2)C1c1ccccn1)c1cccs1 (stereo not drawn),-9,13,-2,-0.1,-2,1.9,1,-7,0
c1ccc(COc2ccc(OCCCN3CCCC3)cc2)cc1,-4,-6,3,0.3,0,0.4,12,-9,-3
Cc1c(CCO)c(=O)[nH]n1C(=O)c1ccc(F)cc1,-4,-2,-18,-0.3,0,-0.8,-5,-6,-3
Cc1cccc2cc(CN(CCCO)C(=O)Nc3cccc(Cl)c3)c(=O)[nH]c12,-4,-9,0,-1.4,.,1.6,-13,9,-10
CC(=C/c1ccc(C(C)C)cc1)/C=N/NC(=O)Cn1nc(C)cc1C,-2,19,16,-0.2,-1,0.1,4,-16,-1
O=C(Nc1nnc(Cc2ccccc2F)s1)c1ccccc1Cl,-5,7,1,-0.3,3,0.3,10,-4,-4
O=C(CC1C[C@H](C(=O)N2CCOCC2)[C@@]2(CCC3CCCC3)c3[nH]c4ccccc4c3CCN2C1=O)NCCc1ccccn1 (stereo partly drawn),-5,7,18,-1.5,-6,-0.8,-2,80*,-1
CC(=O)c1cccc(N(CC(=O)Nc2ccccc2C(=O)N2CCCC2)S(C)(=O)=O)c1,3,6,19,0.3,-1,0.5,5,-4,-3
Cc1ccc(S(=O)(=O)/N=C(/c2ccccc2)N2CCOCC2)cc1,1,13,-1,-0.3,2,0.9,-10,-4,-3
CCCCCC(=O)Nc1cccc(C2=NOC3(C2)C[C@@H](C(N)=O)N(C(=O)Cc2ccc([N+](=O)[O-])cc2)C3)c1 (stereo partly drawn),15,-5,6,-0.2,2,-0.7,-4,9,-3
CC1(C(=O)NS(=O)(=O)c2ccccc2Cl)CCN1C(=O)C1(c2ccc(Cl)cc2)CC1 (stereo not drawn),4,-5,11,0.6,-1,-0.9,12,-7,-2

# SKN-1 inh: entries above that show a hit.
molecule | eLon inh | PABP1 MLLE inh | SKN-1 inh | TbMetRS inhib | MT1-MMP act inh | MsrA inhibitor | NRP1-CendR mod | MsrA act
COC(=O)c1c2c(nc3ccccc13)CCC2 | 3 | 2 | 41* | -0.5 | -7 | 1.4 | 6 | 0
